# Screening data: PubChem BioAssay, National Center for Advancing Translational Sciences (NCATS)
# IL-2 act: activates IL-2 in a cell-based reporter assay. IL-2 activation reporter assay, cell-based qHTS; stimulated with anti-CD3/CD4/CD28 beads; in transgenic mouse T cells. activation, % (series mostly up to about 46 µM). 360,000 tested, 0.065% active. AID 652025; in the data active = activation above about 50%; inconclusive = mostly about 30% to 49%; also: 0% is about no effect
#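 EGFP and DsRed fluorescence is measured by plate cytometry in unstimulated transgenic mouse T cells exposed to compound for 60 minutes, then stimulated 18 hours at 37 degrees C with anti-CD3/anti-CD4 beads plus anti-CD28.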
# EPAC1 antagonist: antagonists of human EPAC1; O95398; EPAC1 GEF assay, Rap1b-BODIPY-GDP exchange fluorescence; Potency, µM (doses to about 115 µM), without a hit: at the highest dose activity change, negative = inhibition, most hits filed as inhibitors; 360,000 tested, 0.14% active; AID 720709;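 also: potency is read from the fitted curve at half-maximal effect; plate controls were vehicle for no effect and positive control for full effect; nearly all actives have a fitted effect of over 50% in size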
# PLK1 PBD block: PLK1 (human) polo-box domain binding inhibition. Plk1 PBD binding of FITC phosphopeptide, fluorescence polarization. Potency, µM, for the others: max response, negative = inhibition, actives largely listed as inhibitors. 360,000 tested, 2.8% active. AID 720504; also: potency is read from the fitted curve at half-maximal effect; series mostly up to about 57 µM; % is scaled to controls: 0 for no effect and ±100 for the full control effect; nearly all actives have a fitted effect of over 65% in size
# EPAC1 agonist: EPAC1 (human) agonism; O95398; EPAC1 agonist qHTS, biochemical assay; response scale: 100% = response to 6.5 mM cAMP; Potency, µM (top dose mostly 154 µM), for inactives: at the top dose activation, usual class: activators; 360,000 tested, 0.073% active; also: potency is read from the fitted curve at half-maximal effect; nearly all actives have a fitted effect of over 60% in size
#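 Nucleotide exchange by EPAC1 (100 nM) on Rap1B–BODIPY-GDP (250 nM) in the presence of 50 uM GDP is tracked fluorescently at 480/540 nm over 30 min. Signals are normalized to a 6.5 mM cAMP control.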
# CCT modulator: modulators of cytosolic chaperonin (CCT/TRiC) activity. activity change, % (no concentration beside the values), hits read low. purified chaperonin ATPase assay, HTRF ADP detection, 30 min. 360,000 tested, 0.3% active. AID 651819; in the data active = activity change below about -30%; also: % is scaled to controls: 0 for no effect and ±100 for the full control effect
#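 TRiC (40 or 20 nM final, by batch activity) in 30 mM Tris pH 7.4, 100 mM KCl, 5 mM MgCl2, 1 mM DTT was treated with compound at 76 uM single dose, then 10 uM ATP, 30 min at 37 °C. ADP was read by HTRF Transcreener.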
# WRN inhibitor: WRN helicase (human) inhibition. Q14191. WRN helicase unwinding, fluorescent forked duplex, kinetic. Potency, µM (doses to about 114 µM), for inactives: at the top dose activity change, negative = inhibition, usual class: inhibitors. 360,000 tested, 0.46% active. AID 651768; also: potency is read from the fitted curve at half-maximal effect; % is scaled to controls: 0 for no effect and ±100 for the full control effect; nearly all actives have a fitted effect of over 55% in size
#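 WRN at 20 nM final preincubated with compound 15 min at room temperature; reaction started with 100 nM fluorophore/quencher forked duplex oligonucleotide and 2 mM ATP final. Unwinding followed kinetically by red fluorescence (ex 525, em 598 nm).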
# EPAC2 agonist: EPAC2 (human) agonism | Q8WZA2 | EPAC2 activation, biochemical qHTS; response scale: 100% = 6.5 mM cAMP response | Potency, µM (titrated, usually from 154 µM), without a hit: top-dose activation, hits mostly activators | 360,000 tested, 0.079% active | AID 720711; also: potency is read from the fitted curve at half-maximal effect; nearly all actives have a fitted effect of over 50% in size
# Target sequence (Q8WZA2 whole entry, looked up): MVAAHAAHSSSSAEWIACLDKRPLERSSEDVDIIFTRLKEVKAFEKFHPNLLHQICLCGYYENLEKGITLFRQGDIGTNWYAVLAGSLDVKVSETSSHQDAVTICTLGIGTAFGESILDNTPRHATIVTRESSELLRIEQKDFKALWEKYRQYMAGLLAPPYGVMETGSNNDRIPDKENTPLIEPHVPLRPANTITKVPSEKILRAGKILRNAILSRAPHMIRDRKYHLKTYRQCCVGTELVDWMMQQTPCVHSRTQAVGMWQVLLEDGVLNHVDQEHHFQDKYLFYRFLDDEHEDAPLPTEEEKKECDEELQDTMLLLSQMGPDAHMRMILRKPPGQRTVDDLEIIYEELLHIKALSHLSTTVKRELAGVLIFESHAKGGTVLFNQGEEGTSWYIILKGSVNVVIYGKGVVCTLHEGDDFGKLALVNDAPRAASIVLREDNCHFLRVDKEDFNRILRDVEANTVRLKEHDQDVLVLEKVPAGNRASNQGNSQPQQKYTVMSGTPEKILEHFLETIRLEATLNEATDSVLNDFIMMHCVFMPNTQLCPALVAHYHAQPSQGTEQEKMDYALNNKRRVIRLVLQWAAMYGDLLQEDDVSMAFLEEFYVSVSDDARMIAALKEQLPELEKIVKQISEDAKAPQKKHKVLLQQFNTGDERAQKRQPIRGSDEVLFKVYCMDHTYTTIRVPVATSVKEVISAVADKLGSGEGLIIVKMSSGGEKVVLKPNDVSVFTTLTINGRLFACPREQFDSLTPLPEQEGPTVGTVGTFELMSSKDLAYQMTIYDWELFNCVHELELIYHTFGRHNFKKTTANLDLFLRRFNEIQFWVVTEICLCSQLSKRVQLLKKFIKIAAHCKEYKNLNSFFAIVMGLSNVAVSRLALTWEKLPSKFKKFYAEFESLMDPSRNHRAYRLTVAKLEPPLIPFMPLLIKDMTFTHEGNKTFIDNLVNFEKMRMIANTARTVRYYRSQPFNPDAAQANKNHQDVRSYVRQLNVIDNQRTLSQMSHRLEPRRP
#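 Setup: EPAC2 100 nM, labeled Rap1B complex 250 nM, free GDP 50 uM. Compound titrations pinned in, brief spin, 5 min room temperature incubation. Kinetic fluorescence read over 30 min, normalized to 6.5 mM cAMP.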
# PI5P4K alpha inh: PI5P4K alpha (human) kinase inhibition; 330,000 tested, 1.2% active; AID 652105; PI5P4Kalpha enzyme, ADP-Glo luminescence, 60 min; active compounds read low; max response, %; active = max response of -50% or lower; inconclusive = between -30% and -50%; inactive = -30% or higher; also: value at the top dose of about 77 µM; % is scaled to controls: 0 for no effect and ±100 for the full control effect
#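 qHTS, 1536-well: enzyme/substrate mix, compound by pin tool, 5 microM ATP final; RT 60 min; ADP-Glo reagents 1 (45 min) then 2 (30 min); luminescence.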
# Numbers without * were called inactive; ? = inconclusive; nt = no result given; [ ] = dose if it differs, or a comment. Unless noted, calls follow the shape of the dose curve; as a rule, active = well fitted curve in the direction sought with a large enough effect; inconclusive = small, poorly fitted or top-dose-only effect, or another doubt; inactive = no such curve, though single readings can be large; an effect the other way counts as inactive or inconclusive.
Molecule	IL-2 act	EPAC1 antagonist	PLK1 PBD block	EPAC1 agonist	CCT modulator	WRN inhibitor	EPAC2 agonist	PI5P4K alpha inh
CC1CN(C(=O)c2ccc(S(=O)(=O)Nc3ccccc3F)cc2)CC(C)O1 (configuration not stated)	0.8	-4.4%	5.6%	2.2%	1.7	0.4%	-2.2%	-9.2
COc1ccc(OCC(=O)N2CCN(C(=O)c3cccc(F)c3)CC2)cc1	0.6	-11.1%	-10.5%	-6.7%	-3.2	16.8%	10.7%	2.2
O=C(CSc1ncnc2scc(-c3ccccc3)c12)N1CCN(c2ccccc2F)CC1	0.2	-12.3%	-5.9%	3.7%	0.1	-6.1%	1.4%	-17.3
Cc1ccc(S(=O)(=O)N2CCCCC2CCNC(=O)C(=O)Nc2ccccc2F)cc1 (configuration not stated)	0.7	-29.1%	-12.2%	-1.7%	-0.5	-10.0%	8.3%	0.0
CCC1CCCCN1Cc1c(O)ccc2c(=O)c(-c3ccccc3OC)coc12 (configuration not stated)	0.7	1.8%	4.3%	-8.5%	1.7	2.2%	1.7%	-8.5
O=C(CCCn1c(=S)[nH]c2cc3c(cc2c1=O)OCO3)N1CCN(c2ccccn2)CC1	-0.7	14.7%	-2.9%	-2.8%	-2.2	0.3%	12.0%	nt
COc1ccc(NC(=O)c2ccc3[nH]c(=O)c(=O)[nH]c3c2)c(OC)c1	-5.1	7.5%	1.4%	-2.0%	-2.4	-10.8%	8.0%	-7.7
Cc1ccc(NC(=O)CCN2CCN(C/C=C/c3ccccc3)CC2)cc1	-0.8	2.8%	1.9%	-6.2%	1.2	6.7%	-3.0%	-0.6
Cc1nc(SCC(=O)c2c(N)n(C3CC3)c(=O)[nH]c2=O)[nH]c(=O)c1CCO	-0.2	-18.1%	-3.3%	-13.3%	1.6	4.4%	11.3%	-0.1
CS(=O)(=O)Nc1cccc(-c2cc(NC=O)c3ncc(-c4ccc(F)cc4)n3c2)c1	-0.5	-6.5%	-19.3%	10.5%	-26.8	-30.7%	16.1%	?
CCCCNC(=O)CN(c1cccc(Br)c1)S(C)(=O)=O	-2.7	11.5%	1.5%	-1.5%	4.5	-9.9%	2.8%	0.7
CCOC(=O)CN(C(=O)CSc1nnc2c(n1)[nH]c1ccc(F)cc12)c1ccccc1	-0.5	-8.2%	-10.4%	12.1%	-0.7	-23.3%	10.1%	2.6
O=C(O)c1ccc(NC(=O)c2cccc(N3C(=O)C4C5CCC(C5)C4C3=O)c2)cc1 (configuration not stated)	2.4	-7.0%	-3.7%	4.6%	-0.1	-6.3%	13.1%	1.8
COc1ccc(C)cc1N(C(=O)Cn1nnc(-c2ccc(C)o2)n1)C(C(=O)NC1CCCC1)c1ccncc1 (configuration not stated)	2.0	1.5%	3.4%	-13.5%	-2.4	-1.2%	-9.4%	3.2
Cn1c(=O)c2cc(S(=O)(=O)NCCC(=O)NC3CCCCCCC3)ccc2n(C)c1=O	-0.4	-20.6%	-3.9%	5.3%	-4.7	-1.6%	4.2%	nt

# Record cards, as listed above. Order of values: IL-2 act | EPAC1 antagonist | PLK1 PBD block | EPAC1 agonist | CCT modulator | WRN inhibitor | EPAC2 agonist | PI5P4K alpha inh
# `COc1ccc(NC(=O)c2ccc3[nH]c(=O)c(=O)[nH]c3c2)c(OC)c1` reads -5.1 | 7.5% | 1.4% | -2.0% | -2.4 | -10.8% | 8.0% | -7.7
# `Cn1c(=O)c2cc(S(=O)(=O)NCCC(=O)NC3CCCCCCC3)ccc2n(C)c1=O` reads -0.4 | -20.6% | -3.9% | 5.3% | -4.7 | -1.6% | 4.2% | nt

# Further structures
Molecule	IL-2 act	EPAC1 antagonist	PLK1 PBD block	EPAC1 agonist	CCT modulator	WRN inhibitor	EPAC2 agonist	PI5P4K alpha inh
COc1ccc(-n2nc3c(c2NC(=O)c2ccc(N4C(=O)CCC4=O)cc2)CSC3)cc1	0.5	-6.1%	-7.6%	4.4%	-0.9	-11.7%	5.6%	?
CC(=O)Nc1nnc(SCc2cc(=O)c(OC(=O)c3ccccc3)co2)s1	-1.9	-4.9%	3.8%	2.7%	-0.6	-1.0%	-2.0%	-1.4
NS(=O)(=O)c1ccc(CCNC(=O)C2CCC(Cn3c(=S)[nH]c4ccccc4c3=O)CC2)cc1 (configuration not stated)	-2.5	-9.2%	1.6%	5.4%	0.4	-8.3%	3.3%	-1.3
COc1cccc(CNC(=O)CCC2CCCN(Cc3cc(Cl)ccc3O)C2)c1 (configuration not stated)	0.0	-6.8%	-13.2%	3.9%	0.4	-5.8%	11.4%	-6.0
COc1cccc(C(O)c2nc(/C=C/c3ccc(C(F)(F)F)cc3)cs2)c1 (configuration not stated)	-0.3	-26.2%	-14.5%	-11.0%	1.5	-4.3%[57.1 µM]	-0.2%	26.5
O=C(NCCN1CCOCC1)C1CC(=O)N(c2ccc(F)cc2)C1 (configuration not stated)	0.5	-0.2%	-3.1%	-1.3%	-0.1	-11.7%	7.6%	-1.6
C=CCNC(=S)NNC(=O)c1csc(CC)c1	2.5	-8.3%	-11.3%	4.9%	0.4	-20.9%	8.7%	4.3
CC(C)Sc1nc2[nH]ncc2c(=O)[nH]1	2.1	11.4%	-10.0%	4.6%	-0.7	-4.3%	8.5%	5.6
Cc1ccc(C(=O)N/C(=C\c2ccc(C(C)C)cc2)C(=O)NCCCN2CCOCC2)cc1	0.9	14.1%	2.3%	5.9%	0.5	-31.5%[57.1 µM]	16.7%	4.9
Cc1sc2ncnc(SCC(=O)N3CCCC(C(F)(F)F)C3)c2c1C (configuration not stated)	2.0	8.5%	1.6%	-15.4%	-0.8	0.8%	-5.5%	-4.1
O=C(CCN1C(=O)S/C(=C\c2cccs2)C1=O)NC1=NCCS1	-0.6	-12.5%	-12.3%	4.5%	-0.3	-11.4%	-2.5%	-22.6
CCc1ccc2c(CN3CCN(S(=O)(=O)c4ccc5c(c4)OCCO5)CC3)cc(=O)oc2c1	0.6	7.5%	-1.1%	-0.2%	-0.2	5.4%	4.3%	nt
CC1C(=O)OC(c2ccc(Cl)cc2)C(C)(C)C1=O (configuration not stated)	1.2	10.6%	-22.9%	5.9%	-2.1	9.7%	10.5%	3.7
O=[N+]([O-])c1ccc(COc2ccc(-c3[nH]ncc3-c3ccccc3)c(O)c2)cc1	-0.5	-23.9%	5.1%	-0.3%	1.6	-14.9%	3.1%	12.7
COc1ccc(C(=O)CC(=O)C(=O)Nc2cccc(C(C)=O)c2)cc1	0.8	-10.5%	-4.6%	7.6%	0.6	3.7%	-3.8%	1.2
O=C1C=CC(=O)N1Cc1ccncc1	-0.6	3.8%	-11.8%	8.1%	1.6	-8.9%	4.1%	10.5
COC(=O)c1ccc2c(=O)n(CCCCCC(=O)O)c(=O)[nH]c2c1	-2.7	-5.2%	3.0%	14.3%	-1.6	-24.2%	8.9%	-19.1
N#C/C(=C\c1ccc(OCC(N)=O)cc1)C(=O)NC1CC1	-1.0	6.0%	1.8%	-1.7%	-1.4	-2.6%	7.8%	5.2
Cn1nnnc1Sc1ncnc2scc(-c3cccc(S(C)(=O)=O)c3)c12	-0.7	1.9%	nt	-1.7%	nt	nt	12.7%	nt
COc1ccc(NC(=O)COC(=O)c2ccc(N3CCCC3=O)cc2)cc1OC	-2.5	-8.4%	-9.4%	-0.8%	0.1	9.8%	10.0%	-0.6
Cc1[nH]c2ccccc2c1/C=N/Nc1nncn1N	0.7	11.6%	-9.7%	3.0%	-0.1	-2.4%	-0.3%	5.4
Cc1ccc([N+](=O)[O-])c(OCCCN2CCCCCC2)c1	1.0	-20.5%	-10.2%	-15.0%	1.9	4.9%	?	-4.2
COc1ccc(Cn2nc(-c3ccccc3)c(N3CCCCC3)cc2=O)cc1	-3.7	-28.1%	4.6%	10.9%	-1.4	-15.2%	-4.3%	5.1
Cc1ccc(-c2cnc3c(c2)C(=O)N([C@H](C)CO)C[C@H](C)[C@@H](CN(C)Cc2ccccc2F)O3)cc1	9.5	-15.3%	-7.3%	10.9%	1.2	-2.9%	6.8%	-9.0
COc1ccc(Cn2c(=N)c(C(=O)NCC3CCCO3)cc3c(=O)n4ccccc4nc32)cc1 (configuration not stated)	0.4	-2.9%	-8.4%	3.4%	-1.4	1.3%	5.8%	10.8
O=C(CCc1ccccc1)Nc1cc(C(=O)O)cc(C(=O)O)c1	-2.7	6.1%	-5.7%	5.2%	0.5	-2.2%	0.0%	1.0
O=C(O)c1ccc(S(=O)(=O)c2ccc3c(c2)C(=O)N(c2ccccc2[N+](=O)[O-])C3=O)cc1	-0.2	11.9%	-7.7%	2.4%	-2.3	-16.1%	5.1%	-11.9
Cc1ccc(CNC(=O)N2CCN(S(=O)(=O)c3ccccc3)CC2)cc1	-4.8	-1.8%	5.7%	-11.6%	-3.4	5.0%	5.0%	-5.4
CN(C)C(=O)C1C2NC(=S)N(c3ccc(Cl)cc3)C1(C)Oc1ccc(Cl)cc12 (configuration not stated)	-1.1	?	-10.7%	1.9%	1.9	-5.1%	-1.7%	9.9
CS(=O)(=O)c1ccc(C(=O)N2CCN(C(=O)c3ccco3)CC2)cc1	-1.7	10.2%	-0.3%	1.1%	-3.6	1.8%	11.0%	-0.9
CC(CCc1ccccc1)NC(=O)C1CCCN(C(=O)c2cc3sccc3n2C)C1 (configuration not stated)	-1.2	6.8%	-0.2%	7.9%	1.2	-13.1%	13.0%	nt
C/C(=N\N=C1\NC(=O)C(CC(=O)Nc2ccc(C)c(Cl)c2)S1)C(C)C (configuration not stated)	-3.1	-13.5%	-6.5%	3.9%	0.5	-11.3%	-16.7%	27.0
CCSc1nnc(NC(=O)c2csc3c2CCCC3)s1	-2.5	6.0%	-10.9%	0.4%	-0.9	7.3%	2.1%	nt
Cc1c(C(=O)Nc2cccc([N+](=O)[O-])c2)csc1-c1ccccc1	0.2	-14.7%	-3.1%	-7.6%	-0.1	-4.8%	-0.5%	-6.2
COc1ccc(OCC(=O)N2CCN(c3cccc(C(F)(F)F)c3)CC2)cc1	2.0	-25.9%	-13.4%	12.0%	2.0	-19.1%	-3.7%	2.5
CCCCN1C(=O)c2ccc(C(=O)NCc3ccco3)cc2C1=O	-2.4	17.4%	-3.9%	-7.5%	0.1	7.4%	-1.0%	1.8
CC(=O)Nc1ccc(-c2nnc(SCC(=O)NCc3ccco3)n2C)cc1	-3.5	2.5%	-1.3%	-2.6%	-1.9	2.4%	-10.1%	-8.9
O=S(=O)(c1ccccc1)N(c1ccccc1)S(=O)(=O)c1ccccc1	-4.9	-6.7%	4.4%	8.7%	-2.2	0.5%	12.8%	-2.0

# Only part of the results is shown; the hit share may differ from the screen's.
